# Bioassay records (PubChem BioAssay)
# TSHR antagonist: human thyrotropin receptor antagonism | TSHR-expressing cells, TSH-stimulated cAMP HTRF, 2 h; active compounds read low | activity change, negative = inhibition, % at 11.5 µM | 0.2% of 330,000 active | AID 504810;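 active = activity change below a set negative limit, meaning inhibition stronger than a set level, cut at about -70% in these data; inconclusive = activity change between two set negative limits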; also: % is scaled to controls: 0 for no effect and ±100 for the full control effect
#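 Read-out is FRET at 665 nm (cryptate excitation 337 nm) from a cryptate-tagged anti-cAMP antibody, competed by cell cAMP against cAMP-d2. Compounds are tested on freshly harvested TSHR cells challenged with 4nM TSH (EC80) for 2 hours at 37 deg C.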
# Eya2 phos inh: inhibitors of human Eya2 phosphatase activity. O00167. recombinant Eya2, OMFP fluorescence dephosphorylation (OMFP is methylfluorescein phosphate). AID 488837. Potency, µM (doses to about 76.9 µM), for inactives: at the top dose activity, negative = inhibition, usual class: inhibitors. 0.006% of 330,000 active; also: potency is read from the fitted curve at half-maximal effect; % is scaled to controls: 0 for no effect and ±100 for the full control effect
# Target sequence (O00167 whole entry, looked up): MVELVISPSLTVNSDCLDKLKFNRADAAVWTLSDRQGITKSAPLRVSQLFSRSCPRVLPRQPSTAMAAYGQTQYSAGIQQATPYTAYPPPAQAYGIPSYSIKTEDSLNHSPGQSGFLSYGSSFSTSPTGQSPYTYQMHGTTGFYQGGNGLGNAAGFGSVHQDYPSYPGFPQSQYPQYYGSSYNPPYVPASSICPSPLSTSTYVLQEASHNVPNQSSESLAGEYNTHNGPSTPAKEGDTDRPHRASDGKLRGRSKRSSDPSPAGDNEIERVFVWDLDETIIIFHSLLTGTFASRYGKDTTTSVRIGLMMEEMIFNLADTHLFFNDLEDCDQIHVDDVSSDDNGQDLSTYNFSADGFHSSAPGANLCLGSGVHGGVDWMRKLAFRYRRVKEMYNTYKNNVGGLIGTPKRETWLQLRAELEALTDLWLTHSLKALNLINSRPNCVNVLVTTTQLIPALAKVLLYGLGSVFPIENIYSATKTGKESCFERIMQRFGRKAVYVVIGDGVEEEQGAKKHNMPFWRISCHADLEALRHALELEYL
#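 Eya2 protein (added as 0.2 uM solution) was preincubated with compound for 10 min at ambient temperature in 50 mM HEPES pH 7.5, 50 mM NaCl, 5 uM MgCl2, 0.05% BSA, 1 mM DTT. OMFP (added at 50 uM) then reacted 10 min; fluorescence read at 485/525 nm.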
# AT treatment: potential ataxia-telangiectasia treatments restoring KAP-1 phosphorylation. 0.19% of 320,000 active. AID 485349. Potency, µM (series often up to 57.5 µM), for inactives: at the highest dose activation, usual class: activators. […] A-T fibroblasts, KAP-1 phosphorylation AlphaLISA; neocarzinostatin DNA damage 30 min before lysis; also: potency is read from the fitted curve at half-maximal effect; % of control where 0% means no effect; nearly all actives have a fitted effect of over 45% in size
#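 ATM-like activity read as KAP-1 phosphorylation via AlphaLISA donor/acceptor antibody pairs after lysis and 6 hr at 25C. Cells were ATM-null patient fibroblasts ([…], hTERT), dosed 60 min, then exposed to the DSB inducer NCS for 30 min.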
# Mito fusion yeast: mitochondrial division inhibition or fusion activation; S. cerevisiae fusion-defective mutant growth rescue, CellTiterGlo 48 h; Potency, µM (highest dose often 46.1 µM), for inactives: top-dose growth rescue (activation), usual class: activators; 0.23% of 320,000 active;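 also: potency is read from the fitted curve at half-maximal effect; % of control where 0% means no effect; nearly all actives have a fitted effect of over 45% in size; temperature-sensitive fusion mutants such as fzo1-1 at 37 °C on non-fermentable ethanol glycerol medium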
#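 Temperature-sensitive fusion-defective S. cerevisiae (e.g. fzo1-1, mgm1-5) were grown with compound in YPEG medium (3% ethanol, 3% glycerol) for 48 hours at 37C. Growth rescue was measured as viability by CellTiterGlo luminescence after 10 minutes at ambient.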
# hERG WT inh: KCNH2 (human, wildtype) channel inhibition; AID 720551; 0.37% of 340,000 active; U2OS, BacMam KCNH2, thallium flux FluxOr; active compounds read low; Q12809; activity change, % at 1.84 µM;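 active = maximum activity change below -70%; inconclusive = maximum activity change between -70% and -50%; inactive = maximum activity change above -50%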; also: % is scaled to controls: 0 for no effect and ±100 for the full control effect
#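 U2OS cells transduced with wild-type KCNH2 virus are loaded with FluxOr dye for 45 min, and thallium flux is measured in kinetic reads before and after stimulation buffer. Rate constants are normalized to DMSO controls.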
# ELG1 repair inh: blocks ELG1-dependent DNA repair in HEK293T cells | HEK293T ELG1-luciferase reporter, luminescence, 16 h; DNA damage induced by 5-fluorouridine | Potency, µM (highest dose often 46.1 µM), for inactives: top-dose activity change, negative = inhibition, usual class: inhibitors | 2.3% of 330,000 active | AID 504467; also: potency is read from the fitted curve at half-maximal effect; % is scaled to controls: 0 for no effect and ±100 for the full control effect; nearly all actives have a fitted effect of over 55% in size
#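 Reporter activity after DNA damage by 5-fluorouridine is monitored. Compound-treated cells incubate 16 hr at 37 °C, then ONE-Glo is added for 30 min before luminescence reading.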
# KCNH2 3.1 inh: blocks the human KCNH2 3.1 channel isoform | 0.95% of 340,000 active | AID 720553 | U2OS KCNH2 3.1, thallium flux FluxOr; active compounds read low | activity change, % (tested at about 1.8 µM);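 active = maximum activity change below -70%; inconclusive = maximum activity change from -70% to -50%; inactive = maximum activity change above -50%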;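 also: thallium influx rate constant from kinetic fluorescence after stimulation buffer; % is scaled to controls: 0 for no effect and ±100 for the full control effect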
#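 U2OS cells transduced with KCNH2 3.1 mutant virus (1.77 x 10^8 /mL, 4 h), plated overnight at 37 C, loaded 45 min with FluxOr dye plus Red40 quencher. Thallium flux rate constant from kinetic reads after stimulation buffer, normalised to controls.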
# TCR activator: activators of T cell receptors | primary human leukocytes, anti-CD3, IL-2 HTRF, 48 h | Potency, µM (series often up to 9.22 µM), without a hit: top-dose activation of IL-2 secretion, most hits filed as activators | 330,000 tested, under 10 active; also: % of control where 0% means no effect
#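 48 hr co-incubation of compounds, a-CD3 beads and primary human leukocytes; IL-2 quantified homogeneously by HTRF with anti-IL-2 K and d2 conjugates.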
# TRPV1 ag: agonists of human vanilloid receptor 1 (TRPV1); Q8NER1; TRPV1-expressing cells, Fluo-8 calcium influx, agonist mode; activation, % at 8.33 µM; 0.19% of 320,000 active; AID 540275; in the data active = activation above about 80%; inconclusive = between about 30% and that limit; also: 0% is about no effect
#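 TRPV1-expressing cells were cultured overnight at 35.5C and loaded with Fluo-8 calcium dye for 40 to 90 min at room temperature. After a 10 s baseline, compound was added and calcium influx was read kinetically for 3 min (ex 480/em 520 nm).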
# USP2a inh: blocks human ubiquitin-specific protease USP2a | O75604 | USP2 core, Ub-CHOP2 coupled fluorogenic reporter, 485/531 | Potency, µM (doses to about 38.3 µM), for the others: top-dose activity change, negative = inhibition, actives largely listed as inhibitors | 0.01% of 330,000 active | AID 463254;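 also: potency is read from the fitted curve at half-maximal effect; plate controls were DMSO wells for no effect and full inhibition by NEM control for full effect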
#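 USP2 core (10nM final) preincubated 30min RT with compound in 20mM Tris-HCl pH 8.0, 2mM CaCl2, 2mM beta-mercaptoethanol, 0.05% CHAPS; 25nM Ub-CHOP2 plus 25nM reporter substrate added, fluorescence (Ex485/Em531) read after 60min.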
# * hit, by the source's call; ? = inconclusive; . = no result given; [ ] = another dose, or the depositor's remark. Unless noted, calls follow the shape of the dose curve; as a rule, active = well fitted curve in the direction sought with a large enough effect; inconclusive = small, poorly fitted or top-dose-only effect, or another doubt; inactive = no such curve, though single readings can be large; an effect the other way counts as inactive or inconclusive. The list is partial, so the mix of outcomes need not match the whole.
SMILES,TSHR antagonist,Eya2 phos inh,AT treatment,Mito fusion yeast,hERG WT inh,ELG1 repair inh,KCNH2 3.1 inh,TCR activator,TRPV1 ag,USP2a inh
CCCN(CCC)S(=O)(=O)c1ccc(NC(=O)Cc2cccs2)cc1,2.9,-3.2%,5.5%,5.1%,17.2,-20.0%,24.5,.,?,-0.7%
CCOC(=O)C1C(c2ccc3c(c2)OCO3)NC(=O)NC1(O)C(F)(F)F (configuration not stated),14.5,8.3%,6.4%,-3.4%,-2.2,-0.1%,17.6,3.8%,-3.6,3.6%
NC(=O)CSc1ncc(-c2ccccc2)[nH]1,3.1,8.6%,3.6%,-3.9%,1.6,?,7.5,.,2.5,2.7%
O=C(CSc1nnc(CCCN2C(=O)c3cccc4cccc(c34)C2=O)n1-c1ccccc1)NCCCN1CCOCC1,5.5,-0.2%,-20.2%,-15.0%,2.5,-6.0%,1.1,-2.3%,-1.2,0.1%
O=C(N/N=C/c1cn(-c2ccccc2)nc1-c1cccs1)c1ccncc1,-2.4,-16.5%,-2.2%,4.1%,1.9,-11.5%,13.8,-6.5%[46.1 µM],?,-0.7%
O=C(NCc1ccncc1)C12CC3CC(CC(C3)C1)C2,1.1,17.7%,19.7%,1.7%,1.5,10.6%,8.9,4.9%,7.8,1.8%
COc1ccccc1CC(NC(C)=O)C(=O)NC1CCN(C(=O)NCc2ccccc2)CC1 (configuration not stated),3.2,3.7%,-0.9%,-7.3%,-8.5,14.5%,15.5,3.3%,-1.7,3.4%
COc1ccc(C)cc1S(=O)(=O)N1CCN(S(=O)(=O)c2cc(C)ccc2OC)CC1,2.6,18.7%,6.6%,-1.6%,11.9,1.5%,-5.8,-10.2%,5.1,0.9%
CN=c1scc(C)n1/N=C/c1ccc(O)cc1,-0.3,-10.2%,1.7%,2.4%,-4.3,?,-13.4,5.6%,-1.3,1.8%
CCCCCn1c(=O)[nH]c2cc(C(=O)NCCCN(C)Cc3ccccc3)ccc2c1=O,2.7,3.9%,-5.9%,?,-2.7,15.4%,-1.5,-1.7%,0.2,-0.3%
COc1ccc(/C=N/Nc2nc(C)c([N+](=O)[O-])c(N(C)c3ccccc3)n2)cc1OC,-9.9,-23.3%,-0.6%,-1.4%,-4.4,17.7%,-21.4,-2.1%,-0.1,1.5%
Cc1onc(-c2c(Cl)cccc2Cl)c1C(=O)N1CCCc2ccccc21,-6.7,-3.1%,5.4%,28.5%,-3.1,?,-5.2,-2.4%,-2.2,3.6%
O=C(C[n+]1cc(Br)cc(Br)c1)c1cccc([N+](=O)[O-])c1,17.0,-15.3%,4.4%,-2.3%,-9.5,2.1%,-79.9*,-0.5%,-2.6,-9.8%
CC(Sc1nnc(-c2ccccc2)c(-c2ccccc2)n1)C(=O)N1CCc2ccccc21 (configuration not stated),-10.1,-9.9%,0.1%,8.6%,-2.4,-2.5%,-9.2,-0.1%[46.1 µM],-1.6,0.7%
CC(C)(C)N1CC(C(=O)Nc2ccc(S(N)(=O)=O)cc2)CC1=O (configuration not stated),30.5,10.8%,1.3%,-0.6%,-3.7,1.5%,22.2,.,1.9,-3.4%
CCC1CCCCN1CCCNC(=O)C1CCC(Cn2c(=O)[nH]c3ccccc3c2=O)CC1 (configuration not stated),-4.0,-10.8%,.,-3.8%,3.2,0.8%,-15.0,11.9%,-0.7,-1.2%
Cc1ccc(Oc2ccc(C=O)cn2)cc1,12.5,-1.1%,-10.7%,4.4%,3.3,14.2%,14.8,-1.0%,0.1,0.0%
Cc1ccc2c(c1)[C@@H](O)C[C@@H](C)N2N=O,8.3,-2.8%,5.9%,-5.8%,-0.8,6.6%,-7.3,0.0%[46.1 µM],-2.2,3.8%
CCCc1cc(=O)[nH]c(NCc2ccc(Cl)cc2)n1,.,.,.,-3.4%,16.8,.,-4.8,-9.2%,-1.9,.
CC(C)n1cc(CN2CCC(n3nccc3NC(=O)CCCc3ccccc3)CC2)cn1,-3.4,5.0%,-2.0%,-1.7%,21.7,-1.5%,-24.4,-8.1%,1.3,0.3%
CN(C)CC(C)(C)CNS(=O)(=O)c1cccc(Cl)c1Cl,2.8,10.0%,3.4%,-0.4%,4.1,4.4%,16.1,2.7%,1.8,1.5%
Cc1cc(C)nc(NC(=O)c2cc(Br)ccc2Cl)n1,-1.3,17.7%,3.0%,-2.3%,1.3,-6.0%,3.5,.,-3.1,5.1%
CN(C)S(=O)(=O)c1ccc(N2CCCC2)c(C(=O)Nc2ccccc2OC(F)F)c1,1.4,-8.2%,-16.6%,0.3%,17.3,-14.3%,-2.9,-4.5%,14.8,-0.6%
CSc1ccc(CNc2nc3ccccc3n3cnnc23)cc1,3.3,-2.5%,-4.1%,0.2%,-1.1,-1.7%,-2.7,2.0%,9.0,-1.3%
Cc1ccc(C(=O)N2CCN=C2SCc2ccc([N+](=O)[O-])cc2)cc1C,5.2,-2.5%,0.1%,1.8%,-6.1,?,-28.5,.,10.9,15.5%
# Later entries.
SMILES,TSHR antagonist,Eya2 phos inh,AT treatment,Mito fusion yeast,hERG WT inh,ELG1 repair inh,KCNH2 3.1 inh,TCR activator,TRPV1 ag,USP2a inh
Cc1ccsc1CNC1C2CC3CC(C2)CC1C3 (configuration not stated),0.7,4.9%,2.3%,-5.7%,-5.8,0.6%,1.2,.,3.7,1.7%
CCCCn1c(SCC(=O)OC)nc2c1c(=O)n(C)c(=O)n2C,-6.8,7.7%,1.7%,8.1%,-8.9,0.2%,-2.3,.,5.1,0.5%
CC(C)(C)C1CCC(C(=O)OCC(=O)N2CCOCC2)CC1 (configuration not stated),1.0,0.9%,2.5%,5.1%,-3.7,27.6%,-0.4,-7.2%[46.1 µM],?,2.0%
COc1ccc(C(=O)N[C@H](C(=O)NCc2ccco2)C(C)C)cc1,9.8,-3.0%,1.0%,-3.7%,15.6,5.5%,3.8,0.1%,-0.7,3.0%
COc1ccc(/C=C(/NC(=O)c2ccco2)C(=O)NCc2ccco2)cc1OC,-3.5,-0.9%,9.7%,-0.7%,3.6,17.9%,4.2,2.4%,0.8,-1.2%
CCC(C)OC1OC(CO)C(O)C(O)C1NC(C)=O (configuration not stated),12.0,0.0%,4.3%,-7.2%,0.1,14.4%,-8.8,2.3%[46.1 µM],-4.3,2.2%
CCOc1ccc(CCNC(=O)C2CCN(c3nn4c(=O)cc(C)nc4s3)CC2)cc1,-0.5,6.7%,2.2%,1.6%,-3.8,-10.7%,16.8,4.7%,12.3,2.5%
CC1CCN(C(=O)c2cc3ccccc3cc2O)CC1,-10.3,-1.5%,7.5%,1.8%,2.2,?,-1.3,4.4%,5.0,-1.1%
COc1ccc(Cl)cc1C(=O)OCC(=O)N1CCCC(C)C1 (configuration not stated),-1.2,-10.7%,11.8%,.,-0.2,?,-2.3,0.9%[46.1 µM],.,1.2%
Cc1ccc(-n2nc3c(c2NC(=O)CC(C)C)CS(=O)C3)cc1 (configuration not stated),6.9,-5.1%,-0.9%,0.5%,-13.0,0.0%,1.2,-4.8%,3.0,3.9%
O=C(CN1CCOCC1)Nc1ccc2c(c1)CCC2,-0.1,-1.5%,1.1%,0.7%,-6.0,?,-5.4,0.3%,3.4,15.5%
CCCCCC(O)CCc1n[nH]c(=S)n1-c1ccccc1 (configuration not stated),-5.7,12.7%,6.3%,-0.8%,3.8,4.9%,6.1,6.9%,-0.3,3.1%
COc1ccc(C2CC(c3ccc(C)cc3)Nc3ncnn32)cc1 (configuration not stated),3.2,-25.2%,2.1%,-12.0%,0.3,-0.1%,3.2,-0.5%,1.6,2.9%
N#C/C(=C\c1ccc(-c2cccc([N+](=O)[O-])c2)o1)C(=O)N1CCOCC1,-7.4,4.0%,0.8%,2.7%,4.8,-3.7%,0.0,5.7%,?,3.7%
COc1ccc(N(C)S(=O)(=O)c2cccc(C(=O)Nc3nc(C)cs3)c2)cc1,?,11.3%,4.8%,27.5%,16.0,?,-2.9,-5.1%,?,-8.7%
CCc1nc2ccc(C(=O)O)cc2nc1CC,-4.2,0.9%,0.0%,-0.3%,-18.7,?,2.6,3.2%[46.1 µM],-0.9,-1.7%
Cc1cccc(N2CCN(S(=O)(=O)c3ccc4c(c3)n(C)c(=O)c(=O)n4C)CC2C)c1 (configuration not stated),11.9,1.7%,15.8%,-0.2%,-19.5,?,-12.2,8.2%,-0.6,0.4%
Cc1ccc(S(=O)(=O)N2CCN(C(=O)c3ccnn3C)CC2)cc1C,16.3,-26.3%,-2.9%,2.2%,2.2,5.4%,8.8,1.3%,1.8,0.0%

# Part of the list above, showing only TSHR antagonist and AT treatment:
mol,TSHR antagonist,AT treatment
Cc1ccsc1CNC1C2CC3CC(C2)CC1C3 (configuration not stated),0.7,2.3%
CCCCn1c(SCC(=O)OC)nc2c1c(=O)n(C)c(=O)n2C,-6.8,1.7%
